# TLR9-MyD88 inh = inhibitors of TLR9-MyD88 association in cells, primary screen, cell-based, CHO, BLA complementation, fluorescence | Toll-like receptor 9 (Homo sapiens) + Myeloid differentiation primary response protein … | CCF4 FRET ratio | inhibition, % at 4.98 µM | 340,000 tested, 0.21% active | AID 504734, 2011;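 active = inhibition above the mean over all tested compounds plus 3 SD, cut at about 21% in these data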;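 note: 0% = DMSO only wells and 100% = clavulanate BLA inhibitor control wells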
# ABCB6 inh 2 = ABCB6 transporter inhibitors, primary screen, K562-ABCB6 cells, flow cytometry, MLPCN library. K562-ABCB6 porphyrin accumulation, 1 h; hits give low values. fluorescence ratio to DMSO, % at 10 µM. 360,000 tested, 0.19% active. AID 602162, 2011;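 active = fluorescence ratio to DMSO below 75%, the collection mean minus 3 SD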;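 note: signal is porphyrin accumulated inside mitochondria; 100% equals median channel fluorescence of DMSO control wells; lower ratio means ABCB6 inhibition with less porphyrin fluorescence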
# MC4R ag barr = MC4R agonists recruiting beta-arrestin, primary screen, cell-based, luminescence, agonist arm of biased-ligand search; U2OS MC4R beta-arrestin complementation; percent of melanotan II response, DMSO zero; 360,000 tested, 0.98% active; Melanocortin receptor 4 (Homo sapiens), P32245; AID 540308, 2011; activation, % at 8.9 µM;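 active = activation above a per-plate cutoff, the mean activation of sample wells on that plate plus 3 SD, cut at about 8% in these data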
# m5-HT2A agonist = mouse Htr2a agonists via beta-arrestin recruitment, primary screen, cell-based, luminescence; 5-hydroxytryptamine receptor 2A (Mus musculus), P35363; CHO-K1 mHTR2A beta-arrestin complementation; percent of 30 µM serotonin response; activation, % at 7.6 µM; 360,000 tested, 0.66% active;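 active = activation above a run cutoff, the mean activation of all tested compounds plus 3 SD, cut at about 14% in these data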;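 note: 0% = plate median of compound wells and 100% = 30 µM serotonin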
# Glyco luc inh = increase of ERlucT glycosylation luciferase signal, primary screen, N-linked glycosylation inhibitor project, D54 ERlucT cells, luminescence, set 2. AID 588692, 2011. D54 ERlucT glycosylation luciferase reporter, 24 h; percent of 100 nM tunicamycin response. 360,000 tested, 0.23% active. reporter increase, % at 12.5 µM;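 active = mean luciferase reporter signal, scaled so untreated is 0 and the glycosylation-blocking control 100, at or above a set limit in every replicate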;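 note: luciferase carries N-glycosylation sites so blocking glycosylation raises the light; 0% = median of neutral control wells and 100% = median of 100 nM tunicamycin wells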
# H9c2 protect = cardioprotection against H2O2-induced cell death, primary screen, uHTS, H9c2 cells, ATPLite luminescence | H9c2 cardiomyocytes, H2O2 injury protection, 2 h | protection from H2O2 cell death, % at 20 µM | 360,000 tested, 0.63% active | AID 588492, 2011;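 active = compounds giving at least 50% protection of heart cells from peroxide-induced death in the single-dose screen, raw or plate-pattern-corrected value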;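 note: 0% = DMSO wells with peroxide and 100% = DMSO wells without peroxide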
# ABHD5-PLIN5 inh = ABHD5-PLIN5 interaction inhibitors, primary screen, cell lysate, split luciferase complementation, luminescence | Perilipin-5 (Homo sapiens) + 1-acylglycerol-3-phosphate O-acyltransferase ABHD5 (Homo … | Split G. princeps luciferase complementation, 4 h | inhibition, % at 4 µM | 360,000 tested, 0.78% active | AID 602281, 2012;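 active = inhibition above the mean inhibition across every tested compound plus 3 SD, cut at about 22% in these data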;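 note: 0% = DMSO only wells and the 100% control is not disclosed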
# Target sequence (Q00G26 whole entry, looked up): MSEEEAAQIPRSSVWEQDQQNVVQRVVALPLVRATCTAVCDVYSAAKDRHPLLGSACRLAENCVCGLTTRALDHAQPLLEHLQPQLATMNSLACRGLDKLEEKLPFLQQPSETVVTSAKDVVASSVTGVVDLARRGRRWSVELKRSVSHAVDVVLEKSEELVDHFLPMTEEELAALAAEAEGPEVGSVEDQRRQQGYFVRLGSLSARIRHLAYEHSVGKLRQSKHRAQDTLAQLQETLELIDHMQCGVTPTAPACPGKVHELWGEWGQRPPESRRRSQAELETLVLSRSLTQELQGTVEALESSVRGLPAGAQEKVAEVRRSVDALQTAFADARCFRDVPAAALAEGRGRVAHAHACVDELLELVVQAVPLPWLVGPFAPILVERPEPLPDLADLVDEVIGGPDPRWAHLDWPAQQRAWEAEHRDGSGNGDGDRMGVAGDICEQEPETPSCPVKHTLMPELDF
# Target sequence (Q8WTS1 whole entry, looked up): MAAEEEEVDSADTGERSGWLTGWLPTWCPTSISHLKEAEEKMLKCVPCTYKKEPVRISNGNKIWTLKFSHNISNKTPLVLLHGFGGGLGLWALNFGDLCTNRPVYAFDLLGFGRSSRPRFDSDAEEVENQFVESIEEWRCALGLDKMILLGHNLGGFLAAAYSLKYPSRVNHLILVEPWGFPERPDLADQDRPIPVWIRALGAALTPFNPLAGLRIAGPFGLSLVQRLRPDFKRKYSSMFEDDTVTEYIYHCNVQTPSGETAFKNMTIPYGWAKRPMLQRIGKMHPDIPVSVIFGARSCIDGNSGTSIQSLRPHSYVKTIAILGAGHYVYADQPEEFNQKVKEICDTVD
# NOD2-RIPK2 inh = NOD2-RIPK2 binding disruptors in cells, primary screen, fluorescence, CHO cells, BLA complementation | AID 624267, 2012 | inhibition, % at 4.98 µM | 360,000 tested, 0.38% active | Receptor-interacting serine/threonine-protein kinase 2 (Homo sapiens), O43353 | CCF4 ratio; in the data active = inhibition above about 21%;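 note: 0% = vehicle only and 100% = reference blocker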
# SRC2 inh = inhibition of GAL4-SRC2 driven luciferase reporter, primary screen, SRC2 inhibitor project, cell-based, luminescence. Nuclear receptor coactivator 2 (Homo sapiens), Q15596. HEK293 GAL4-SRC2 luciferase reporter. inhibition, % at 9 µM. 370,000 tested, 0.17% active;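 active = inhibition above the mean inhibition of all tested compounds plus 3 SD, set per campaign, cut at about 52% in these data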;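 note: 0% = DMSO treated cells and 100% = cells given Gossypol at 36 µM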
# MC4R antagonist = MC4R antagonists of cAMP signaling, primary screen, cell-based, TR-FRET, antagonist arm of biased-ligand search; inhibition, % at 6.5 µM; Melanocortin receptor 4 (Homo sapiens), P32245; AID 540295, 2011; 360,000 tested, 0.48% active; MC4R-expressing cells, MTII-stimulated cAMP, LANCE TR-FRET;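 active = inhibition above its plate's cutoff, the mean of tested wells on that plate plus 3 SD, cut at about 29% in these data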;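 note: 0% = Melanotan II alone and 100% = Melanotan II plus saturating MCL0020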
#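 Material: U2OS-MC4R stable cell line | Reagent: Melanotan II challenge after compound preincubation | Doses: One concentration, 6.5 µM nominal | Incubation: 30-min compound preincubation, 1-h Melanotan II challenge, 1-h detection, room temperature | Signal: TR-FRET cAMP assay | Replicates: One well per compound, no replicates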
# An asterisk follows results filed as active. Only part of the results is shown; count on the stated rates, not on these rows.
entry	canonical_smiles	TLR9-MyD88 inh	ABCB6 inh 2	MC4R ag barr	m5-HT2A agonist	Glyco luc inh
1	CC(=O)OCC1CCCC2=C(C)C(=O)CCC21COC(C)=O (stereo not given)	-5	100	0.6	2	1
2	Cc1ccc(S(=O)(=O)NNc2nnc(C)c(=O)[nH]2)cc1	2	99	-2.0	-3	1
3	CCc1ccccc1NC(=O)CN1CCN(C(=O)CNC(=O)Cc2cccc3ccccc23)CC1	-7	92	-1.3	6	2
4	CC(C)CN(C(=O)c1ccc(S(=O)(=O)N2CCOCC2)cc1)C1CCS(=O)(=O)C1 (stereo not given)	-9	101	-0.8	9	0
5	Cc1cc(C)c(C(=O)COC(=O)c2cccc(S(=O)(=O)N3CCOCC3)c2)cc1C	-9	95	-0.6	3	0
6	CC(=O)CSc1nnc(CSc2ncccn2)n1C1CCCCC1	0	94	0.0	1	2
7	O=C(COC(=O)CCCOc1ccccc1)NNC(=O)c1ccc([N+](=O)[O-])cc1	2	102	-1.8	3	2
8	CCOC(=O)C1=C(O)/C(=C\c2cccc(OC)c2)N=C1C	-8	96	-2.2	-3	0

entry	H9c2 protect	ABHD5-PLIN5 inh	NOD2-RIPK2 inh	SRC2 inh	MC4R antagonist
1	4	-3	2	-31	12
2	-6	7	-4	14	9
3	4	8	-16	3	8
4	0	3	-7	-40	13
5	-5	-1	-7	-16	22
6	11	-4	-2	-9	7
7	-2	-7	3	8	6
8	-3	2	-9	-13	-21

# Going on with the list.
entry	canonical_smiles	TLR9-MyD88 inh	ABCB6 inh 2	MC4R ag barr	m5-HT2A agonist	Glyco luc inh
9	CCOC(=O)C1=C(COC(=O)C(CC)Oc2ccccc2)NC(=O)NC1C (stereo not given)	0	97	-2.2	1	2
10	COc1ccccc1NC(=O)c1oc2ccccc2c1C	-8	100	0.3	-7	5
11	CCCn1nnc2c(=O)oc3ccccc3c21	4	95	1.9	-1	2
12	O=C(NCCCn1ccnc1)c1ccccc1Br	-5	100	-0.6	-2	1
13	O=C(CSc1n[nH]c(=O)n1C1CC1)Nc1ccc(Cl)cc1Cl	-3	99	0.7	-5	1
14	O=C(/C=C/c1cccc(Br)c1)NCc1ccncc1	-1	101	-0.4	-8	-1
15	Cc1cccc(C(=O)OC2CCCN(C)C2)c1C (stereo not given)	1	100	1.6	0	-4
16	O=C(CN1CCN(c2nc(-c3ccccc3)cs2)CC1)Nc1ccc2c(c1)OCO2	2	91	-0.9	0	2

entry	H9c2 protect	ABHD5-PLIN5 inh	NOD2-RIPK2 inh	SRC2 inh	MC4R antagonist
9	4	0	5	7	7
10	-15	-13	-8	-34	-5
11	0	0	3	0	2
12	4	4	-4	-1	13
13	1	8	3	-10	10
14	2	1	-12	1	12
15	7	-1	4	-20	7
16	-8	2	4	8	0

# (listing goes on)
entry	canonical_smiles	TLR9-MyD88 inh	ABCB6 inh 2	MC4R ag barr	m5-HT2A agonist	Glyco luc inh
17	Cc1ccc(S(=O)(=O)N2CCCC2C(=O)N2CCCCCC2)cc1 (stereo not given)	0	100	0.8	-1	1
18	C=CCN1CC(c2nc3ccccc3n2CCOc2ccccc2)CC1=O (stereo not given)	3	101	0.5	-6	1
19	Cc1ccc(OCCSc2nc(N)cc(N)n2)cc1	7	87	-0.2	-6	-1
20	O=C(Nc1ccc(-c2nc3ccccc3[nH]2)cc1)C1CCCO1 (stereo not given)	-3	104	0.9	-1	-17
21	Cc1ccc(/C=N/NC(=O)CCSc2ccccc2)cc1	-5	101	-0.8	-9	-3
22	CN(Cc1ccc2nsnc2c1)C(=O)C1CCC(=O)N(CCc2ccccc2)C1 (stereo not given)	6	103	1.4	5	1
23	Cc1ccc(SCC(=O)N(C)C2CCS(=O)(=O)C2)c(C)c1 (stereo not given)	-19	93	-1.1	-1	0
24	CCN(CC)C(=O)CSc1nnc(SC(C)C(=O)NC2CC2)s1 (stereo not given)	-9	98	-1.8	0	0

entry	H9c2 protect	ABHD5-PLIN5 inh	NOD2-RIPK2 inh	SRC2 inh	MC4R antagonist
17	-2	1	-5	-2	4
18	10	0	2	3	16
19	-8	3	2	-36	4
20	-24	-3	-9	-35	12
21	-4	-9	-1	10	-9
22	-3	8	-9	17	-4
23	4	5	-2	-14	3
24	5	-12	7	15	0

# Next part
entry	canonical_smiles	TLR9-MyD88 inh	ABCB6 inh 2	MC4R ag barr	m5-HT2A agonist	Glyco luc inh
25	CC(=O)Nc1cc2nn(-c3ccccc3)nc2cc1C	5	100	-1.9	4	-13
26	CCS(=O)(=O)Nc1cccc(C2=NN(S(=O)(=O)c3ccccc3)C(c3ccco3)C2)c1 (stereo not given)	0	96	3.3	-9	-1
27	C=CCN(C(=O)c1csnn1)C(C(=O)NCc1ccccc1)c1cccs1 (stereo not given)	2	100	-2.7	-6	5
28	COc1ccccc1NC(=O)CCN1C(=O)C2CC=CCC2C1=O (stereo not given)	-9	93	-0.8	7	2
29	Cc1nn(Cc2ccc(C(=O)n3cccn3)o2)c(C)c1Br	-12	94	-0.8	3	0
30	COc1ccc(C2CC(C(F)(F)F)n3nc(CO)c(Cl)c3N2)cc1OC (stereo not given)	-2	90	4.3	8	-1
31	O=C(NC1CCCCC1)c1ccc(S(=O)(=O)N2CCCCC2)cc1	1	98	0.6	-1	-1
32	Cc1cc(N2C(=O)C(=O)/C(=C(/O)c3ccc(F)cc3)C2c2ccc(F)cc2)no1 (stereo not given)	6	86	-0.4	2	-2

entry	H9c2 protect	ABHD5-PLIN5 inh	NOD2-RIPK2 inh	SRC2 inh	MC4R antagonist
25	-17	-4	-2	-34	21
26	2	2	-4	16	22
27	0	-3	6	-5	8
28	0	0	-5	5	0
29	0	-2	1	-8	16
30	2	14	-1	-1	-4
31	-5	-5	-4	11	3
32	15	-1	-12	-9	17

# Next records
entry	canonical_smiles	TLR9-MyD88 inh	ABCB6 inh 2	MC4R ag barr	m5-HT2A agonist	Glyco luc inh
33	CCOc1ccccc1CNC(=O)C1CCN(c2nnc(C)c3c(C)n(-c4ccc(C)cc4)nc23)CC1	-6	98	10*	-4	-15
34	O=C(Nc1ccc(CSc2ccccc2)cc1)c1ccccc1	2	100	-1.8	2	0
35	O=C(NCCc1ccc(F)cc1)c1ccc(S(=O)(=O)N2CCCC2)cc1	2	99	-1.7	-6	0
36	N#CCSc1nn(-c2ccc(F)cc2)c(=S)s1	2	103	0.3	15*	-3
37	CCOc1ccc(NC(=O)Nc2ccccc2SC)cc1	4	88	-3.2	-7	-4
38	COc1ccccc1C(=O)OCC(=O)Nc1cccc(S(=O)(=O)NC2=NCCCCC2)c1	0	100	-1.5	-1	-1
39	O=C(COC(=O)c1ccc(-c2cnc3ccccc3n2)cc1)c1ccccc1	9	98	-0.3	-4	-5
40	Cc1ccsc1/C=N/NC(=O)c1cccc(S(=O)(=O)Nc2ccccc2Cl)c1	0	94	-1.5	1	0

entry	H9c2 protect	ABHD5-PLIN5 inh	NOD2-RIPK2 inh	SRC2 inh	MC4R antagonist
33	-20	17	37*	-13	3
34	-4	7	1	0	5
35	-3	-2	-4	-9	6
36	-1	-1	-4	6	18
37	-15	-6	3	-45	13
38	-6	1	-5	-5	1
39	-1	-3	6	-12	-2
40	9	-2	-7	-1	-1

# Part of the list above, with tabs.
nr	Compound	TLR9-MyD88 inh	ABCB6 inh 2	MC4R ag barr	m5-HT2A agonist	Glyco luc inh	H9c2 protect	ABHD5-PLIN5 inh	NOD2-RIPK2 inh	SRC2 inh	MC4R antagonist
29	Cc1nn(Cc2ccc(C(=O)n3cccn3)o2)c(C)c1Br	-12	94	-0.8	3	0	0	-2	1	-8	16
30	COc1ccc(C2CC(C(F)(F)F)n3nc(CO)c(Cl)c3N2)cc1OC (stereo not given)	-2	90	4.3	8	-1	2	14	-1	-1	-4
31	O=C(NC1CCCCC1)c1ccc(S(=O)(=O)N2CCCCC2)cc1	1	98	0.6	-1	-1	-5	-5	-4	11	3
32	Cc1cc(N2C(=O)C(=O)/C(=C(/O)c3ccc(F)cc3)C2c2ccc(F)cc2)no1 (stereo not given)	6	86	-0.4	2	-2	15	-1	-12	-9	17
33	CCOc1ccccc1CNC(=O)C1CCN(c2nnc(C)c3c(C)n(-c4ccc(C)cc4)nc23)CC1	-6	98	10*	-4	-15	-20	17	37*	-13	3
34	O=C(Nc1ccc(CSc2ccccc2)cc1)c1ccccc1	2	100	-1.8	2	0	-4	7	1	0	5
35	O=C(NCCc1ccc(F)cc1)c1ccc(S(=O)(=O)N2CCCC2)cc1	2	99	-1.7	-6	0	-3	-2	-4	-9	6
36	N#CCSc1nn(-c2ccc(F)cc2)c(=S)s1	2	103	0.3	15*	-3	-1	-1	-4	6	18
37	CCOc1ccc(NC(=O)Nc2ccccc2SC)cc1	4	88	-3.2	-7	-4	-15	-6	3	-45	13

# (further entries)
entry	canonical_smiles	TLR9-MyD88 inh	ABCB6 inh 2	MC4R ag barr	m5-HT2A agonist	Glyco luc inh
41	O=C(Nc1ccccc1C(F)(F)F)N1CCCCCC1	-5	96	2.8	2	2
42	O=C(CN1CCN(C(=O)C2CCCO2)CC1)Nc1ccc(Br)cc1 (stereo not given)	-7	89	-1.5	-3	-1
43	CCCn1nnc(NC(=S)NC(=O)c2ccccc2OC)n1	1	87	-2.1	-9	0
44	O=C(COC(=O)COc1ccccc1)NC1CCS(=O)(=O)C1 (stereo not given)	-5	108	0.7	-3	2
45	O=C(C[C@@H]1C[C@@H]2c3cc(NS(=O)(=O)c4ccc(F)cc4)ccc3O[C@@H]2[C@H](CO)O1)N1CCc2ccccc2C1	-8	93	-0.2	-2	-2
46	CC1(C)Oc2ccc3ccc(=O)oc3c2/C(=C/Nc2ccccc2)C1=O	0	100	9.8*	0	-3
47	O=c1nccc(N/N=C/c2ccccc2)[nH]1	3	94	-1.6	2	2

entry	H9c2 protect	ABHD5-PLIN5 inh	NOD2-RIPK2 inh	SRC2 inh	MC4R antagonist
41	-5	-3	-6	-41	5
42	1	3	-17	-7	7
43	6	-2	-5	0	-1
44	4	-6	-2	1	16
45	12	8	-5	0	4
46	19	-1	-14	10	21
47	-4	8	-10	-41	9
